# Source: PubChem
# hcDAF-12 act: H. contortus DAF-12 activation, primary screen; HEK293 hcDAF-12 lit1-tk-luc reporter, luminescence; 0% DMSO, 100% Δ7-dafachronic acid; AID 652067; actives 1.4% (n = 370,000); activation, % at 6.8 µM;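 active = activation above the mean of all tested compounds plus 3 SD, cut at about 5.5% in these data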;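 also: 100% = response to 3 µM Δ7-dafachronic acid high control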
# DAX1 inh-1: blocks DAX1 repression of SF-1 activated StAR promoter | HEK293T StAR-luciferase reporter, SF-1/DAX-1 repression relief | actives 1.1% (n = 370,000) | AID 652010 | inhibition, % at 6.8 µM;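 active = inhibition above the mean over all tested compounds plus 3 SD, cut at about 3.6% in these data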;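 also: 0% = DAX-1 cells with DMSO and 100% = cells lacking DAX-1 with DMSO; higher inhibition means more luminescence from relief of DAX-1 repression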
# Rev-erbA mod: Rev-erb alpha (human) modulation. P20393. Rev-erbα–FITC-DNA binding, fluorescence polarization, 90 min. activity, % at 10 µM. actives 0.79% (n = 370,000). AID 1259318;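 active = activity above about 14%, limit read from the data; passing the limit was not always enough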;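 also: 0% = DMSO wells with 35 nM protein and 100% = DMSO wells with 750 nM protein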
# ADAM17 inh: ADAM17 inhibition, QFRET primary screen; P78536; recombinant ADAM17, EDANS/DABCYL FRET peptide cleavage; inhibition, % at 6.95 µM; actives 0.83% (n = 370,000); AID 720648;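 active = inhibition above the mean of compounds lying between control limits plus 3 SD, set per campaign, cut at about 8.5% in these data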;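 also: 0% = DMSO-only wells as the low control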
# DAX1 inh-2: inhibits human nuclear receptor DAX1. HEK293 Gal4-DAX1 luciferase reporter, luminescence. inhibition, % at 6.75 µM. P51843. AID 504766. actives 0.99% (n = 340,000);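 active = inhibition above the mean over all tested compounds plus 3 SD, cut at about 4.2% in these data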;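 also: 0% = DAX1-transfected cells with DMSO and 100% = empty-vector control cells with DMSO; inhibition shows as a rise in luminescence from relieved DAX1 repression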
# Target sequence (P51843 207-470 limits assumed): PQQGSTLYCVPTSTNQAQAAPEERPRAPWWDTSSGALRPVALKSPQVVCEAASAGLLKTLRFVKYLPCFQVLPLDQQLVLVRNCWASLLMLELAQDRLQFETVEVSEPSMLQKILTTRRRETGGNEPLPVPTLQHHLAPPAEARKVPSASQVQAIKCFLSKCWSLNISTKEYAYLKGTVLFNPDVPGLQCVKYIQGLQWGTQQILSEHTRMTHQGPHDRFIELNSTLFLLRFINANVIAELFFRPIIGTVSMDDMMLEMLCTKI
# hgDAF-12 ag: agonists of H. glycines DAF-12 nuclear receptor; HEK293 GAL4-hgDAF12 UAS-luciferase reporter, agonist luminescence; normalized to butyrate control; activation, % at 6.8 µM; actives 1.8% (n = 370,000); AID 687014;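 active = activation above a cutoff set at the mean of all screened compounds plus 3 SD, cut at about 10% in these data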;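 also: 0% = DMSO wells and 100% = sodium butyrate wells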
# ssDAF12 agonist: activates DAF-12 receptor from parasite S. stercoralis. HEK293 ssDAF-12/GRIP1 lit1-tk-luc reporter, luminescence; % of 3 µM dafachronic acid response. activation, % at 6.8 µM. actives 1% (n = 370,000). AID 652126;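 active = activation above the mean over all tested compounds plus 3 SD, cut at about 0.9% in these data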;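 also: 0% = DMSO-only wells and 100% = 3 µM delta7-dafachronic acid wells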
# PLCb3 inh: blocks human PLC-beta3 enzyme activity; Purified PLC-beta3, fluorogenic substrate, fluorescence; inhibition, % at 12.2 µM; Q01970; actives 0.18% (n = 370,000); in the data active = inhibition above about 11%;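 also: 0% = median of compound wells on plate and 100% = full blocker control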
# MBD2 DNA inh: MBD2-methylated oligo binding inhibition. TR-FRET, MBD2 binding to methylated oligonucleotide. inhibition, % at 4.4 µM. actives 0.31% (n = 370,000). AID 686964. Q9UBB5; in the data active = inhibition above about 13%
# Target sequence (Q9UBB5 whole entry, looked up): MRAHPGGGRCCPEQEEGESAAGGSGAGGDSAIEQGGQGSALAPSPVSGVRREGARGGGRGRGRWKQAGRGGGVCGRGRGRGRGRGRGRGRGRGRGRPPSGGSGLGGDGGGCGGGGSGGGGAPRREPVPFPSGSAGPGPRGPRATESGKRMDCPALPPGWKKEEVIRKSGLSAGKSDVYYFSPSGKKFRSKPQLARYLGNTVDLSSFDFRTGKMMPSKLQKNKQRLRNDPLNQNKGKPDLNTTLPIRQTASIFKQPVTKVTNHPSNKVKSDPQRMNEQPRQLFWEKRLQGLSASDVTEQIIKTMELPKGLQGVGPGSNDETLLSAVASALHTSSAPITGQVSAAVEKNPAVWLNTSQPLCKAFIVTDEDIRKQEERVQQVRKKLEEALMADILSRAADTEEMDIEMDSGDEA
# PLC-gamma1 inh: blocks human PLC-gamma1 enzyme activity | P19174 | actives 0.84% (n = 370,000) | inhibition, % at 12.2 µM | purified PLC-gamma1, fluorogenic substrate, fluorescence; in the data active = inhibition above about 9.5%
# SMARCA2 activ: SMARCA2 function activation, primary screen | MG213 cells, MMTV-luciferase reporter, dexamethasone, overnight | activation, % at 9.1 µM | actives 1% (n = 370,000) | AID 652017; in the data active = activation above about 7.8%;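 also: 0% = vehicle wells and 100% = reference activator wells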
# An asterisk follows results filed as active; / = not tested or not shown.
SMILES,hcDAF-12 act,DAX1 inh-1,Rev-erbA mod,ADAM17 inh,DAX1 inh-2,hgDAF-12 ag,ssDAF12 agonist,PLCb3 inh,MBD2 DNA inh,PLC-gamma1 inh,SMARCA2 activ
Cc1cc(C)n(C2CC(=O)N(c3ccc(Cl)c(Cl)c3)C2=O)n1 (stereo unspecified),-0.6,-0.1,3,-3,0.6,1.5,-1.3,-6,0,-2,1
COc1ccc(N2CC(C(=O)Nc3cc(C)ccn3)CC2=O)cc1 (stereo unspecified),-0.6,-0.6,0,-10,3.9,-1.6,-0.7,6,3,7,-4
Cc1nc2ccc(Br)cc2c2c1CC(CO)O2 (stereo unspecified),-0.8,-0.4,6,1,5.4*,-0.9,-1.8,-6,-1,6,2
COc1ccc(NC(=O)c2ccc(NC(=O)CN3CCN(c4ccccc4O)CC3)cc2)cc1,-1.7,-1.4,1,1,0.3,0.6,-1.4,2,-5,0,1
CCCN1C(=O)c2ccc(C(=O)NCc3ccco3)cc2C1=O,-1.1,-0.9,-10,-3,0.3,0.8,-1.6,-1,0,-2,-1
CCOC(=O)c1c(C)nc2sc3c(=O)n(-c4ccc(OC)cc4)cnc3c2c1-c1ccc(OC)cc1,-0.1,-0.3,35*,-3,-0.2,3.6,-0.9,0,-4,-1,-2
CN1/C(=C/C(=O)c2ccc(Cl)cc2)Sc2cc3c(cc21)OCO3,1.8,1.2,-31,-5,-0.1,7.9,-1.2,-31,-5,-23,6
CCC(=C(c1ccccc1)c1ccc(OCCN(C)C)cc1)c1ccccc1,-1.6,0.8,2,1,/,-6.2,-1.3,1,0,5,-3
CCOC(=O)c1cc(=O)n2nc(-c3ccccc3F)nc2s1,-1.1,-0.7,-3,-2,-1.5,1.5,-0.9,2,-2,1,-3
CCOC(=O)c1nnn(-c2nc(N3CCCC3)nc(N3CCCC3)n2)c1-c1ccccc1,-2.2,1.1,-5,-3,-0.6,0.2,-1.3,3,-4,1,0
CCCc1cc(=O)n2[nH]c(NCc3ccccc3F)nc2n1,-1.2,-0.3,2,-6,1.6,2.1,-0.4,3,-1,1,7
Cc1cccc(OCCCC(=O)NNC(=O)c2ccc(F)cc2)c1,1.6,0.0,2,-4,-0.2,1.0,-0.9,-5,0,3,3
CCCCN(C)C(=O)c1nc2ccccn2c1CNCCCn1nnc2ccccc21,1.1,0.7,2,-2,1.3,1.0,-0.9,-7,2,0,-2
CCN(C(=O)C(C)N1C(=O)/C(=C/c2cccs2)SC1=S)C1CCS(=O)(=O)C1 (stereo unspecified),-2.2,-0.6,1,-1,0.5,-2.6,-1.1,-12,-1,-1,1
COC(=O)C1=C(C)N(Cc2ccco2)C(=O)/C1=C\c1ccc([N+](=O)[O-])cc1,0.0,-0.6,-2,-3,-1.3,-2.0,-1.7,-6,1,3,-1
O=C(CCc1ccccc1)NN1C(=O)C2C3C=CC(C3)C2C1=O (stereo unspecified),-0.7,0.4,-4,-1,1.4,-1.7,-1.9,1,-1,1,-2
Cc1c(C=C(C#N)c2ccc([N+](=O)[O-])cc2)c(=O)n(-c2ccccc2)n1C,-1.5,0.3,-1,4,-1.8,-0.6,-1.4,-2,-8,4,-3
O=C(O)/C(=C\c1cccs1)c1ccccc1,-0.8,0.2,1,0,1.0,6.1,-0.9,1,4,-1,-1
O=C(CCC1CCCC1)Nc1ccon1,0.1,-0.3,-5,3,0.9,3.2,-1.2,4,-5,12*,-2
CS(=O)(=O)N1CCC(C(=O)NNC(=O)Nc2ccc(F)c(Cl)c2)CC1,0.1,1.1,-1,1,1.3,-1.6,-1.1,-2,-2,-1,2
Cc1ccc(C(=O)Nc2ccc(NC(=O)c3ccco3)c(C)c2)cc1,-2.1,0.1,-3,-5,-2.2,2.8,-0.9,3,-5,0,2
O=C(Nc1ccc(C(=O)O)cc1)/C(=C\C=C\c1ccccc1)NC(=O)c1ccc(Br)cc1,-0.2,-0.5,-4,4,-0.3,-1.8,-0.7,-3,-3,-4,-5
COc1ccc(-c2nn(CCC(=O)O)cc2/C=C2\SC(N)=NC2=O)cc1,-0.4,-0.1,-4,5,-1.4,0.1,-0.8,-120,-5,-108,3
NC(=O)CSc1nnc2n(-c3ccccc3)c(=O)c3c4c(sc3n12)CCCCC4,-0.6,-0.2,-4,-2,0.0,-0.3,-0.6,4,6,1,4

# Rewritten with two lines to a compound: entries from further up
# Order of values: hcDAF-12 act | DAX1 inh-1 | Rev-erbA mod | ADAM17 inh | DAX1 inh-2 | hgDAF-12 ag | ssDAF12 agonist | PLCb3 inh | MBD2 DNA inh | PLC-gamma1 inh | SMARCA2 activ
> Cc1ccc(C(=O)Nc2ccc(NC(=O)c3ccco3)c(C)c2)cc1
→ -2.1 | 0.1 | -3 | -5 | -2.2 | 2.8 | -0.9 | 3 | -5 | 0 | 2
> COc1ccc(N2CC(C(=O)Nc3cc(C)ccn3)CC2=O)cc1 (stereo unspecified)
→ -0.6 | -0.6 | 0 | -10 | 3.9 | -1.6 | -0.7 | 6 | 3 | 7 | -4

# Later entries:
SMILES,hcDAF-12 act,DAX1 inh-1,Rev-erbA mod,ADAM17 inh,DAX1 inh-2,hgDAF-12 ag,ssDAF12 agonist,PLCb3 inh,MBD2 DNA inh,PLC-gamma1 inh,SMARCA2 activ
COc1ccc(C2C(C(=O)Nc3cccc(OC)c3)c3ccccc3C(=O)N2C)cc1 (stereo unspecified),-0.8,0.6,-4,-4,-0.5,-2.8,-1.2,-4,4,-2,1
O=C1CC(N2CCN(Cc3ccc4c(c3)OCO4)CC2)C(=O)N1CCc1ccccc1 (stereo unspecified),-2.5,-1.3,0,-2,-0.7,-0.9,-1.1,3,0,3,-1
Cc1nn(C(=O)CCC(=O)NCc2cccc(F)c2)c2ccccc12,1.5,-0.1,-4,0,0.8,1.2,-0.1,-6,-6,1,0
NC(=O)CSc1nnc(Cc2cccs2)n1C1CCCCC1,-1.1,-1.0,-2,-1,1.1,2.8,-0.3,2,-4,-1,0
COc1ccc(CCNC(=O)c2cc3c(=O)n4cccc(C)c4nc3s2)cc1OC,-2.2,-0.2,-4,-16,-1.3,-0.1,-0.8,-26,0,-16,-2
CSc1ccc(/C=N/N2CCN(Cc3ccccc3Cl)CC2)cc1,-1.1,0.3,4,-2,0.9,-0.2,-2.4,-8,-3,2,-4
O=C1c2ccccc2C2NC(=O)C3(CCCCC3)N12 (stereo unspecified),-0.7,0.3,2,-4,0.1,1.1,-1.0,1,2,1,-1
CCC(C)N(c1nc(C)nc2c1nnn2Cc1ccccc1)C(C)CC (stereo unspecified),0.5,0.7,3,0,/,-0.2,-1.8,1,2,-1,0
O=C(Nc1cccc(C(=O)Nc2ccc(Cl)cn2)c1)c1ccccc1,-2.2,-0.1,-6,0,-0.9,-0.3,-1.2,-6,-2,-3,1
Cc1ccsc1C(=O)OCC(=O)NCC1CCCO1 (stereo unspecified),0.0,0.5,0,-3,1.6,4.1,-1.0,2,-2,2,2
CSC1=NC(C)(C)C=C(/C=C/c2ccc(Cl)cc2Cl)N1,-0.6,0.1,-1,-4,-1.5,2.4,-1.1,-15,-5,-8,1
Cc1ccc([C@@H]2[C@@H]3C(=O)N(c4ccccc4)C(=O)[C@@H]3[C@]3(Cc4ccccc4)C(=O)N(CC4CC4)CC(=O)N23)o1,0.9,0.7,-3,-2,-0.1,1.7,-1.6,-3,-3,-3,1
COc1ccc(S(=O)(=O)N2CCOCC2)cc1NC(=O)COc1ccc(C(C)=O)cc1OC,-0.5,-0.4,-3,0,0.7,0.1,-1.4,-1,-4,-4,0
CCOc1cc(CNCCCN2CCOCC2)ccc1OCC(=O)Nc1cccc2ccccc12,1.0,-0.5,-2,-4,1.1,0.2,-0.7,-1,-3,-3,5
Clc1cccc(Cl)c1Cn1cnc2c(N3CCCCCC3)ncnc21,-0.3,0.1,3,-4,-0.4,1.4,-1.0,-1,2,7,-1
CCN(CC)S(=O)(=O)c1ccc2c(c1)nc(-c1ccccn1)n2C,6.2*,0.8,-6,-2,0.1,7.4,-0.5,-4,4,-3,5
O=C(NCc1ccco1)c1ccccc1NS(=O)(=O)c1cccs1,-1.5,-0.6,-4,-6,1.1,0.2,-2.0,-5,0,-5,-1
CC(C)NC(=O)C1COc2ccccc2O1 (stereo unspecified),0.1,-0.5,2,0,1.9,-1.3,-0.5,1,5,0,-2
CCN1CCN(C(=O)c2ccc3c(=O)n(CCC4=CCCCC4)c(=O)[nH]c3c2)CC1,-0.8,-0.1,-7,-2,-1.3,-2.6,-1.4,-44,-3,-37,2
COc1ccc(N2CCN(CCCNC(=O)CCC(=O)N3CCOc4ccc(Cl)cc43)CC2)cc1,-0.4,-1.9,-5,-2,0.7,-0.1,-1.1,9,-1,5,-1
CC(=O)OC(C(=O)NCc1ccco1)c1ccncc1 (stereo unspecified),-0.2,-0.3,2,3,0.9,0.3,-0.4,-4,1,-1,-1
Cc1ccc(C)c(NC(=O)CSc2nnc([C@@H]3CCCN3C(=O)OC(C)(C)C)o2)c1,-0.1,-0.6,-7,-5,-0.6,-0.6,-1.2,0,3,0,-4
COCCn1c(C)cc(C2=NNC(=NC3CC3)SC2)c1C,-8.3,-7.5,-2,-4,-4.6,-21,-4.2,-22,-8,-9,-9
N#C/C(=C\c1c(N(Cc2ccccc2)Cc2ccccc2)nc2ccccn2c1=O)C(N)=O,-3.0,-0.2,0,-20,-0.5,-2.9,-2.1,-20,2,-21,0

# In the list so far, 2 contain bromine.
SMILES,hcDAF-12 act,DAX1 inh-1,Rev-erbA mod,ADAM17 inh,DAX1 inh-2,hgDAF-12 ag,ssDAF12 agonist,PLCb3 inh,MBD2 DNA inh,PLC-gamma1 inh,SMARCA2 activ
Cc1nc2ccc(Br)cc2c2c1CC(CO)O2 (stereo unspecified),-0.8,-0.4,6,1,5.4*,-0.9,-1.8,-6,-1,6,2
O=C(Nc1ccc(C(=O)O)cc1)/C(=C\C=C\c1ccccc1)NC(=O)c1ccc(Br)cc1,-0.2,-0.5,-4,4,-0.3,-1.8,-0.7,-3,-3,-4,-5

# (cont.)
SMILES,hcDAF-12 act,DAX1 inh-1,Rev-erbA mod,ADAM17 inh,DAX1 inh-2,hgDAF-12 ag,ssDAF12 agonist,PLCb3 inh,MBD2 DNA inh,PLC-gamma1 inh,SMARCA2 activ
O=C1NCCN/C1=C\C(=O)c1ccc(F)cc1,1.3,0.0,2,-1,0.1,3.7,-0.2,-1,-7,1,0
CCn1cc(C(=O)NCC2CCCO2)c(=O)c2cc(F)c(N3CCN(C)CC3)cc21 (stereo unspecified),-0.6,-0.9,-3,-48,-0.6,0.9,-1.4,-26,-2,-19,0
CC(C)NC(=O)CCCc1cn(C)c2ccccc12,-2.1,0.0,-2,-52,0.5,-0.1,-1.6,2,3,0,-2
OCCCc1nc2ccccc2n1CCCCOc1ccccc1,-2.0,-0.2,9,0,0.8,-1.0,-0.9,-2,-2,11*,0
O=S1(=O)c2ccccc2OC(COCc2ccccc2)CN1C1CC1 (stereo unspecified),0.6,-1.1,0,-2,-1.4,0.5,-1.1,1,7,1,-3
Cc1ccc(S(=O)(=O)c2nc(-c3cccs3)oc2SCC(N)=O)cc1,0.5,-0.6,1,-4,-1.1,-1.0,-1.0,-7,-7,-5,-2
